RNase H inhibition = RNase H inhibition, HIV 1 Gag Pol polyprotein, FRET biochemical assay, screening (AID 372) | HIV-1 RT RNase H, FRET RNA/DNA substrate fluorescence; higher % means a stronger effect | inhibition, % at 10 µM; hits with a dose series show IC50 in µM | 100,000 compounds, 0.77% hits; in the data active = inhibition above about 50%
Starred values were filed as active, the others as inactive.

SMILES | RNase H inhibition
C=CCc1cc(/C=C2\C(=O)NC(=O)N(c3ccc(C)cc3)C2=O)cc(OC)c1OCC(=O)O | 0.0%
CCC(C)c1ccc(NC(=O)c2ccc([N+](=O)[O-])cc2Cl)cc1 (stereo not given) | 15.0%
O=C1NN(c2ccccc2)C(=O)/C1=C/c1ccc(OCCOCCOc2ccccc2)cc1 | 20.0%
Cc1cc(NC(=O)c2ccc([N+](=O)[O-])o2)ccc1Br | 7.0%
O=C(CSCc1ccccc1Br)N/N=C/c1ccc(OCC(=O)Nc2ccc(F)cc2)cc1 | 9.0%
Cc1ccc(-n2[nH]c(C)c(C=Nc3cccc(C(=O)O)c3)c2=O)cc1C | 3.0%
O=[N+]([O-])c1ccc(OCCC#Cc2ccccc2)c([N+](=O)[O-])c1 | 4.0%
O=[N+]([O-])c1ccc(N2CCN(CCO)CC2)cc1NCc1ccccc1 | 13.0%
Nc1cccc(-c2nc3cc(Cl)cc(Cl)c3o2)c1 | 55.0%*
Cc1ccccc1Cn1c(=O)c2c(ncn2C)n(C)c1=O | 13.0%
Cc1cc(C(=O)Nc2ccc(NC(=O)C(=O)O)cc2)c(C)o1 | 4.0%
CN(C)c1nc(-c2ccccc2O)nc2ccccc12 | 1.0%
CSC1=C(C#N)C(c2cccs2)CC(=O)N1 (stereo not given) | 11.0%
COC(=O)c1c(NC(=O)/C=C/c2ccco2)sc(C)c1C | 17.0%
O=C(c1cc2ccc(Br)cc2oc1=O)N1CCSC1c1cccc([N+](=O)[O-])c1 (stereo not given) | 0.0%
O=[N+]([O-])c1cccc(S(=O)(=O)N2CCCC2)c1 | 0.0%
O=C(N/N=C\c1ccc(-c2ccc(Cl)c(Cl)c2)o1)C(=O)N1CCCC1 | 25.0%
O=C(CC1Sc2ccccc2NC1=O)Nc1ccc2c(c1)OCO2 (stereo not given) | 15.0%
Cc1ccc(C(C)C)c(OCC(=O)N/N=C/c2ccc(OC(=O)c3cccs3)cc2)c1 | 1.0%
CC1=C(C(=O)OC(C)C)C(c2coc3ccc(C)cc3c2=O)C2=C(CC(C)(C)CC2=O)N1 (stereo not given) | 18.0%
COc1cccc(C(=O)Nc2cc(Cl)ccc2Cl)c1 | 3.0%
COc1cc(C(=O)N2CCN(Cc3ccc4ccccc4c3)CC2)cc(OC)c1OC | 0.0%
CC(=O)/C(=C/Nc1ccccc1)C(=S)Nc1ccccc1 | 7.0%
O=c1/c(=C/c2cc(Cl)ccc2OCc2ccccc2F)sc2nc3ccccc3n12 | 14.0%
O=C(Nc1ccc(S(=O)(=O)N2CCCCCC2)cc1)c1ccco1 | 0.0%

5 entries from above, arranged by number of heavy atoms, rising:
SMILES | RNase H inhibition
O=C(CC1Sc2ccccc2NC1=O)Nc1ccc2c(c1)OCO2 (stereo not given) | 15.0%
O=C(c1cc2ccc(Br)cc2oc1=O)N1CCSC1c1cccc([N+](=O)[O-])c1 (stereo not given) | 0.0%
O=c1/c(=C/c2cc(Cl)ccc2OCc2ccccc2F)sc2nc3ccccc3n12 | 14.0%
COc1cc(C(=O)N2CCN(Cc3ccc4ccccc4c3)CC2)cc(OC)c1OC | 0.0%
CC1=C(C(=O)OC(C)C)C(c2coc3ccc(C)cc3c2=O)C2=C(CC(C)(C)CC2=O)N1 (stereo not given) | 18.0%

A stretch of the results above, as a working copy:
SMILES | RNase H inhibition
O=[N+]([O-])c1ccc(OCCC#Cc2ccccc2)c([N+](=O)[O-])c1 | 4.0%
O=[N+]([O-])c1ccc(N2CCN(CCO)CC2)cc1NCc1ccccc1 | 13.0%

Other entries
SMILES | RNase H inhibition
COc1ccc(C(=O)Nc2ccc3oc(-c4cccc(C)c4)nc3c2)cc1Br | 14.0%
CC(=O)Oc1ccc(-c2cccc(C(=O)Nc3ccccc3Cl)c2)cc1 | 16.0%
COc1ccc(/C(O)=C2\C(=O)C(=O)N(CCc3ccccc3)C2c2ccccc2F)cc1 (stereo not given) | 4.0%
COc1ccccc1NC(=O)C1=C(C)NC(=O)NC1c1cccc(Cl)c1 (stereo not given) | 6.0%
O=C(COc1ccc(Cl)cc1Cl)Nc1ccc2c(c1)OCO2 | 33.0%
CCOc1ccc(NC(=O)CC2S/C(=N\N=C\c3ccc(O)c(OC)c3)NC2=O)cc1 (stereo not given) | 0.0%
O=C(Nc1ccccn1)C1CC(=O)N(c2ccc(Br)cc2)C1 (stereo not given) | 6.0%
Nc1nnc(-c2ccc(C(=O)O)cc2)s1 | 4.0%
O=C(COc1ccc(Br)cc1Cl)Nc1ccc(Cl)cc1 | 31.0%
CC1=C(C(=O)OC2CCCCC2)C(c2ccccc2C(F)(F)F)C2=C(CCCC2=O)N1 (stereo not given) | 3.0%
COc1ccccc1/C=c1/sc2nc(-c3ccc(Cl)cc3Cl)nn2c1=O | 3.0%
CC(/C=C/C=C/c1ccccc1)=N\NC(=O)Cc1cccc2ccccc12 | 27.0%
CCCC(=O)Nc1cccc(-c2nc3cc(CC)ccc3o2)c1 | 29.0%
O=[N+]([O-])c1cccc(/C=N\Nc2nc3ccccc3s2)c1O | 7.0%
N/C(=N\N=C\c1c[nH]c2ccccc12)c1nonc1N | 16.0%
CC(=O)Nc1ccc(S(=O)(=O)/N=C2/NC(=O)/C(=C\c3ccco3)S2)cc1 | 28.0%
Cc1ccc(-c2csc(NC(=O)C3C4C=CC(O4)C3C(=O)O)n2)cc1 (stereo not given) | 3.0%
CCOC(=O)/C(=C\C=C\c1ccccc1)NC(=O)c1ccccc1 | 4.0%
CC1(C(=O)O)CCC(C(=O)Nc2ccccc2O)C1(C)C (stereo not given) | 5.0%
COc1ccc2ccccc2c1C=Nc1ccc(Br)c(Cl)c1 | 17.0%
COc1cccc(OC)c1C(=O)Nc1ccccc1I | 2.0%
CCN(CC)c1cccc(Oc2cc(NC(=O)c3nn4c(C(F)(F)F)cc(-c5cccs5)nc4c3Cl)cc([N+](=O)[O-])c2)c1 | 37.0%
COc1ccccc1C(=O)N/C(=C/c1ccc(Br)cc1)C(=O)NCCO | 6.0%
O=[N+]([O-])c1cnc(Nc2ccccn2)c([N+](=O)[O-])c1 | 8.0%
Cc1ccc(CC(c2nc3ccccc3[nH]2)C(C)c2nc3ccccc3[nH]2)cc1 (stereo not given) | 22.0%

Reformatted as tab-separated lines: three of the compounds above
Structure	RNase H inhibition
CC1(C(=O)O)CCC(C(=O)Nc2ccccc2O)C1(C)C (stereo not given)	5.0%
COc1ccc2ccccc2c1C=Nc1ccc(Br)c(Cl)c1	17.0%
COc1cccc(OC)c1C(=O)Nc1ccccc1I	2.0%

Next results.
SMILES | RNase H inhibition
Cc1cc(Cl)ccc1OCC(=O)Nc1ccc2ccccc2c1 | 22.0%
Fc1ccc(-c2noc(-c3ccc(F)cc3)n2)cc1 | 14.0%
CC(=O)n1cc(Nc2cccc([N+](=O)[O-])c2)c2ccccc21 | 18.0%
CCC(C(=O)Nc1cc(C)on1)c1ccccc1 (stereo not given) | 0.0%
Cc1ccc(N/N=C2/CCc3ccccc3C2=O)cc1 | 10.0%
CCc1c(C)sc(NC(=O)C2CCCCC2C(=O)O)c1C#N (stereo not given) | 75.0%*
CC1CCN(S(=O)(=O)c2ccccc2[N+](=O)[O-])CC1 | 12.0%
CC(C)C(=O)NC(=O)NCc1cccc([N+](=O)[O-])c1 | 0.0%
O=C(O)c1c(F)c(F)c(F)c(F)c1-c1ccc(Cl)cc1 | 4.0%
N/C(=N\OC(=O)c1cccc(Br)c1)c1ccc([N+](=O)[O-])cc1 | 9.0%
Cc1cc(OCC(=O)N2CCCC2)ccc1Br | 0.0%
NC(=O)c1ccc(NCc2cccnc2)c([N+](=O)[O-])c1 | 5.0%
O=C1c2cccc3cccc(c23)C(=O)N1/N=C/c1cccc([N+](=O)[O-])c1 | 6.0%
Fc1ccccc1C=NN1CCN(Cc2ccccc2Cl)CC1 | 8.0%
O=C1C2C(C(=O)N1/N=C/c1ccccc1Cl)C1C=CC2C12CC2 (stereo not given) | 15.0%
CC1CN(S(=O)(=O)c2ccc3ccccc3c2)CCN1S(=O)(=O)c1ccc2ccccc2c1 (stereo not given) | 9.0%
COc1ccc(/C=C2\SC(=S)NC2=O)c(OC)c1OC | 0.0%
O=C(Nc1nc(-c2ccc(Br)cc2)cs1)c1ccc(Cl)c([N+](=O)[O-])c1 | 3.0%
O=c1c(Cl)c[nH]n(-c2ccccc2)c1=O | 1.0%
COc1cc(/C=C2/SC(=S)N(CCC(=O)Nc3ccc4c(c3)OCO4)C2=O)cc(OC)c1OC | 0.0%
O=C(CN1C(=O)/C(=C/c2cccc(Br)c2)SC1=S)Nc1cccnc1 | 15.0%
CCN(C(=O)c1cc(Cl)ccc1OC)c1ccccc1 | 0.0%
C=CCNC(=O)CN(c1ccccc1)S(=O)(=O)c1ccccc1[N+](=O)[O-] | 14.0%
COc1ccc(N2C(=O)C3ON(c4ccccc4)C(c4ccco4)C3C2=O)cc1 (stereo not given) | 0.0%
Cc1ccc(C(=O)NC2CCCCCC2)cc1[N+](=O)[O-] | 15.0%
Additional entries
SMILES | RNase H inhibition
CCN(C(=O)c1cccc(C(=O)N(CC)c2ccccc2C)c1)c1ccccc1C | 6.0%
COC(=O)C1=C(C)NC(=O)NC1c1ccc(Cl)cc1 (stereo not given) | 10.0%
CC(Nc1ccc(Br)cc1)C(=O)N/N=C/c1ccc(O)cc1O (stereo not given) | 6.0%
O=C(Nc1ccc2oc(-c3ccccc3Br)nc2c1)c1cc2ccccc2o1 | 6.0%
CC(C)OC(=O)c1c(-c2ccc(Br)cc2)csc1N | 34.0%
COC(=O)C1=C(C)NC2=C(C(=O)CC(c3ccc(Cl)cc3)C2)C1c1ccc(C)cc1 (stereo not given) | 19.0%
CCOc1ccc(/C=N/NC(=O)CSc2nc3ccccc3n2CC)cc1 | 25.0%
COc1ccc2c(c1)-c1c(ssc1=S)C(C)(C)N2C(=O)/C=C/c1ccc(OC)c(OC)c1 | 27.0%
Cc1cccc(/C=C2/C(=N)N3N=C(c4ccccc4)SC3=NC2=O)c1 | 11.0%
COc1ccc(N=Cc2c(C)[nH]n(-c3ccccc3)c2=O)c([N+](=O)[O-])c1 | 8.0%
CC(c1ccccc1)C1CC(=O)N(c2ccc(F)cc2)C1=O (stereo not given) | 0.0%
O=C(COc1ccc(Cl)cc1Cl)N1CCN(C(=O)COc2ccc(Cl)cc2Cl)CC1 | 8.0%
COc1cc(NC(=O)C(c2ccccc2)c2ccccc2)cc(OC)c1 | 4.0%
O=C(COc1ccc2ccccc2c1)Nc1ccc(NC(=O)c2ccco2)c(Cl)c1 | 22.0%
CCC1CCCCN1Cc1ccc(OC)c(C)c1C (stereo not given) | 8.0%
CCOc1cc(/C=C2\C(=O)NC(=O)N(c3ccc(Br)c(C)c3)C2=O)ccc1OC | 1.0%
O=C1/C(=C\c2ccc(O)c(O)c2)SC(=S)N1c1cccc(C(F)(F)F)c1 | 48.0%
COC(=O)c1c2nc3ccccc3sc-2cc(=O)c1N | 7.0%
COc1ccc2[nH]c(C)c(CCC(=O)O)c(=O)c2c1 | 4.0%
COc1cc(/C=C2\SC(=O)N(C)C2=O)cc(I)c1OCc1ccc(C)cc1 | 4.0%
CCc1ccc2oc(-c3cccc(NC(=S)NC(=O)c4cccc(Cl)c4)c3)nc2c1 | 14.0%
Cc1ccc2[nH]c(C)c(CC(=O)N/N=C/c3ccc[nH]3)c2c1 | 4.0%
Cc1nc2ccc(NC(=S)Nc3cccc(C(F)(F)F)c3)cc2nc1C | 3.0%
COc1ccc(Br)cc1C(=O)Nc1nc(C)cs1 | 15.0%
COc1ccccc1Nc1nc(C)c([N+](=O)[O-])c(Nc2ccccc2)n1 | 9.0%

Looked up above:
`O=C1/C(=C\c2ccc(O)c(O)c2)SC(=S)N1c1cccc(C(F)(F)F)c1` | RNase H inhibition = 48.0%
`CCOc1cc(/C=C2\C(=O)NC(=O)N(c3ccc(Br)c(C)c3)C2=O)ccc1OC` | RNase H inhibition = 1.0%
`COC(=O)C1=C(C)NC(=O)NC1c1ccc(Cl)cc1` (stereo not given) | RNase H inhibition = 10.0%
`COc1ccc(N=Cc2c(C)[nH]n(-c3ccccc3)c2=O)c([N+](=O)[O-])c1` | RNase H inhibition = 8.0%
`Cc1ccc2[nH]c(C)c(CC(=O)N/N=C/c3ccc[nH]3)c2c1` | RNase H inhibition = 4.0%
`COc1ccccc1Nc1nc(C)c([N+](=O)[O-])c(Nc2ccccc2)n1` | RNase H inhibition = 9.0%

Later entries:
SMILES | RNase H inhibition
O=C1CC(N2CCN(c3ccccn3)CC2)C(=O)N1c1ccc(Cl)cc1 (stereo not given) | 13.0%
Cc1c(OCc2ccccc2)ccc2c(-c3ccccc3)cc(=O)oc12 | 14.0%
O=C1C(Nc2ccccc2)=CC(c2ccc(Cl)cc2)N1c1ccccc1 (stereo not given) | 14.0%
CCCCCCCC(=O)NNC(=O)c1ccc(Cl)cc1 | 0.0%
COc1ccc(-c2nc(-c3cccnc3)no2)cc1 | 8.0%
O=C(CSc1nc2ccccc2s1)c1ccccc1 | 9.0%
Cc1ccc(C(=O)Nc2ccc(Cl)cc2Cl)c(Cl)c1 | 5.0%
CS(=O)(=O)N(Cc1ccc(C(=O)NCc2ccc(Cl)cc2Cl)cc1)c1ccccc1 | 7.0%
Cc1ccc(NC(=O)COc2ccc(Br)cc2)cc1 | 12.0%
COc1ccc(C2CC(=O)C3=C(C2)Nc2ccccc2NC3c2coc3ccc(C)cc3c2=O)cc1 (stereo not given) | 0.0%
Cc1c(C)c2ccc(OCc3ccc(Cl)cc3Cl)cc2oc1=O | 6.0%
COc1ccc(O)c(-c2c(-c3ccc(C)cc3)n[nH]c2C)c1 | 10.0%
COc1cc(NC(=O)S(=O)(=O)c2ccccc2)ccc1NC(=O)c1ccco1 | 5.0%
CC1CC(N(C(=O)c2ccco2)c2ccccc2)c2ccccc2N1C(=O)c1ccco1 (stereo not given) | 11.0%
CCOC(=O)C1=C(C)N=c2s/c(=C\c3ccco3)c(=O)n2C1c1ccccc1F (stereo not given) | 14.0%
CCOC(=O)c1cc(CC)sc1NC(=O)COc1ccc(Cl)cc1Cl | 9.0%
N=c1sccn1CC(=O)c1cccc([N+](=O)[O-])c1 | 9.0%
Cc1ccccc1NC(=S)c1ccccn1 | 9.0%
COc1cc(OC)c(/C=C(\C#N)C(=O)NCc2ccccc2)cc1Br | 30.0%
COc1ccc(O)c(C=Nc2cc(C)on2)c1 | 3.0%
N#Cc1ccccc1CSc1nnc(N)s1 | 7.0%
CCOC(=O)c1ccc(NS(=O)(=O)c2cc(-c3nnnn3CC)ccc2OC)cc1 | 0.0%

Screens from PubChem BioAssay.

Some of the compounds tested; the hit share may differ from the screen's.
